Calb biofilm kill: kills Candida albicans biofilms; C. albicans biofilm + clotrimazole, Alamar Blue; inhibition, % at 6 µM; 0.14% of 85,000 active;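 active means inhibition above 20%; inactive means inhibition below 20%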;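 further: preformed 24 hr biofilms exposed to compound for 48 hr; 0% = biofilm without compound and 100% = blank killed by clotrimazole plus chlorhexidine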
ERa coact inh: blocks coactivator binding to human estrogen receptor alpha; P03372; TR-FRET ER-alpha LBD / SRC-1 peptide, estradiol-bound; inhibition, % at 25.6 µM; 1.7% of 86,000 active; in the data active means inhibition above about 50%;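 further: 0% = receptor plus peptide control and 100% = peptide only without receptor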
H69AR growth 86K: growth inhibitors of human H69AR lung tumor cells; AID 598; H69AR lung tumor viability, ATP luminescence, 72 h; stronger effect = lower value; 6% of 85,000 active; viability, % at 10 µM;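 active means viability at or below 40%; inactive means viability above 40%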;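 further: multidrug resistant small cell line overexpressing MRP-1 efflux transporter; 100% = mean luminescence of untreated control wells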
Smad3 inh: inhibitors of human Smad3 transcription factor binding; 0.29% of 88,000 active; TR-FRET Smad3/Dy647-FoxH1 peptide binding, europium anti-His; P84022; AID 630; inhibition, % at 25 µM;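 active means compounds that reduce the energy-transfer binding signal between the protein and its labelled peptide by more than half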;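 further: 0% = Smad3 plus labelled peptide maximal FRET and 100% = peptide-only background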
Target sequence (P84022 whole entry, looked up): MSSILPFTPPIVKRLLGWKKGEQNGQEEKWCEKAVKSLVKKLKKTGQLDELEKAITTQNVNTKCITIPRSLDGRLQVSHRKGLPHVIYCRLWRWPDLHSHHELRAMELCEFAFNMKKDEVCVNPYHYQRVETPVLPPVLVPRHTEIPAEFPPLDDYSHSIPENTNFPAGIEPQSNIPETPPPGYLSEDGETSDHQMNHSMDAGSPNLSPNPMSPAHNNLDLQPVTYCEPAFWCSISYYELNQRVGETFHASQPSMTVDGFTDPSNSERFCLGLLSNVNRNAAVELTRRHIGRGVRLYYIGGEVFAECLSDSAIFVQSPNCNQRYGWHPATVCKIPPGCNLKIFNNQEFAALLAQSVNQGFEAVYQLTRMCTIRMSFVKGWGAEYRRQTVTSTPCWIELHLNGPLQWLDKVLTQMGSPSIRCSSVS
Lung fibro prol: blocks proliferation of human lung fibroblasts; LL 47 human lung fibroblast viability, ATP luminescence; stronger effect = lower value; viability, % at 10 µM; 1.1% of 85,000 active; AID 719;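 active means viability at or below 50% in the single dose screen; inactive means viability above 50%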;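 further: compound exposure lasted 72 h before the ATP readout; 100% = median luminescence of untreated cell-only wells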
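Material: human lung fibroblast line LL 47, low passage; Evaluation: viability percentage against median untreated-cell control; Buffer or medium: 15% FBS in IMEM; Incubation: 72 h compound exposure at 37 °C after overnight plating; Dosing: 0.1% DMSO in all compound wells; Measured by: CellTiter-Glo luminescence.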
ERb coact inh: blocks coactivator binding to human estrogen receptor beta; AID 633; 1.3% of 86,000 active; TR-FRET ER-beta LBD / SRC1-Cy5 peptide binding; receptor agonist-loaded with 1 µM estradiol; inhibition, % at 25.6 µM; Q92731;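 active means compounds whose percent inhibition of the receptor-coactivator binding signal exceeds about 50% in the single-dose screen, limit read from the data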;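 further: 0% = receptor plus peptide wells without compound and 100% = peptide-only wells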
sEH activator: increases human soluble epoxide hydrolase activity | P34913 | 0.04% of 91,000 active | purified human sEH enzymatic activity, activator screen | activation, % at 2 µM; in the data active means activation above about 37%; further: values of inactives mirror those of a sister screen read the other way
Target sequence (P34913 whole entry, looked up): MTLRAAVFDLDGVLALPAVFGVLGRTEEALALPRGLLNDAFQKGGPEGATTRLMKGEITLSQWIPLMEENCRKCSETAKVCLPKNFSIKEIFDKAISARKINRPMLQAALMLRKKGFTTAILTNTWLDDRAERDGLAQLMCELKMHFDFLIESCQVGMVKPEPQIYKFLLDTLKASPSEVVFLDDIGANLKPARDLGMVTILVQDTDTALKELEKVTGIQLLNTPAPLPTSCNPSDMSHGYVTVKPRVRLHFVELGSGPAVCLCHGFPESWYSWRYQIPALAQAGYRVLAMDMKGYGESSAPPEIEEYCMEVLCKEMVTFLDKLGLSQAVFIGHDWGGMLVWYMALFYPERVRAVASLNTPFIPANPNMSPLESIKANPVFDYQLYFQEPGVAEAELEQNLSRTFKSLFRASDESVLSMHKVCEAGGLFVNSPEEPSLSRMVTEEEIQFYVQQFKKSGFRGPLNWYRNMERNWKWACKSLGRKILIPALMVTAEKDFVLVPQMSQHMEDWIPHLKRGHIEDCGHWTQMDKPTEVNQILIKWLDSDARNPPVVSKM
ERa SRC1 pot: ER-alpha (human) coactivator binding potentiation; P03372; TR-FRET ERalpha-LBD/SRC-Cy5 coactivator binding, 2 h; 100 = basal binding, no effect; coactivator binding (% of control), % at 25.6 µM; 1.3% of 86,000 active; AID 639; in the data active means activity above about 200%;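 further: binding measured in presence of low estradiol as agonist stimulus; 0% = peptide alone without receptor and 100% = receptor with peptide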
HUVEC prolif 384: inhibitors of human endothelial cell proliferation. HUVEC proliferation, CellTiter-Glo luminescence, 72 h; stronger effect = lower value. 1.1% of 86,000 active. viability, % at 10 µM (by protocol);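 active means viability at or below 30%; inactive means viability above 30%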;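 further: 100% = median luminescence of DMSO-only cell control wells on each plate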
* marks the source's active call; other numbers are inactive results; nt = not tested or not shown; [ ] = remark or other dose.

SMILES	Calb biofilm kill	ERa coact inh	H69AR growth 86K	Smad3 inh	Lung fibro prol	ERb coact inh	sEH activator	ERa SRC1 pot	HUVEC prolif 384
Cc1ccc(S(=O)(=O)NC(=O)Nc2c(C)n(C)n(-c3ccccc3)c2=O)cc1	-2	-2	108	15[fluorescence artefact?]	95	1	-5	128	101
COc1ccc2c(c1)[nH]c1c(=O)n(CCN3CCCC3)cnc12	4	-8	95	9	94	-12	6	122[fluorescence artefact?]	87
CCOC(=O)C1=C(C)NC(=O)C(C(N)=O)C1c1ccccc1 (stereo not drawn)	4	1	97	2	105	-3	37*	113[fluorescence artefact?]	108
CC1(C)NC(=O)N(CCCOc2ccc3c(c2)CCC3)C1=O	6	-1	nt	-8	100	-8	13	103	104
COc1ccc(OC)c(NC(=O)CNC(=O)Cn2c(C)cc3ccccc3c2=O)c1	-4	-1	102	14	102	-6	4	118	93
Cc1cc(N2CCCCC2)nc(NCc2ccccc2)n1	7	8	16*	-2	67	-9[fluorescence artefact?]	-3	120	40
Cc1ccc(NC(=O)N2CCC(C(N)=O)CC2)cc1	7	-36	88	1	95	-22[fluorescence artefact?]	-2	116	96
COc1ccc(N(CC(=O)Nc2cc(Cl)ccc2OC)S(=O)(=O)c2c(C)noc2C)cc1	3	3	24*	13	48*	-10	nt	91	42
CCOC(=O)Nc1ccc(S(=O)(=O)Nc2nccc(C)n2)cc1	6	1	87	-7	101	-6	3	117	106
CCOC(=O)C1=C(C)NC(=O)NC1c1cccc(O)c1 (stereo not drawn)	0	-4	92	5	97	-4	-10	103	91
Cc1ccc(N(C(=O)c2cccs2)C2C=CS(=O)(=O)C2)cc1 (stereo not drawn)	5	-9	88	-12	100	-2	nt	96	95
CC1CCN(c2nc(-c3ccc(F)cc3)cc(C(F)(F)F)n2)CC1	3	-10	114	7	99	-7	nt	110	107
CCN1C(=O)c2cccc3c(NS(=O)(=O)c4ccc(NC(C)=O)cc4)ccc1c23	8	7[fluorescence artefact?]	90	3	93	24	19	92[fluorescence artefact?]	81
CO/N=C/NC(=O)NOCc1c(Cl)cccc1Cl	6	-7	101	-1	93	14	8	112	109
CCc1ccccc1N(C(=O)CCC(=O)Nc1cc(C)on1)C(C(=O)NC1CCCC1)c1ccco1 (stereo not drawn)	6	-4	76	5[fluorescence artefact?]	87	-8	nt	108	109
COc1cccc(NC(=O)c2ccc(CN3CCOCC3)cc2)c1	3	-3[fluorescence artefact?]	87	6	101	-3	9	94	99
Cn1c(=O)c2c(nc(SCC(=O)NC34CC5CC(CC(C5)C3)C4)n2C)n(C)c1=O	-5	2	68	-14	91	-14	-1	53	86
CC(NC(=O)c1cc(-c2ccccc2)on1)c1ccccc1 (stereo not drawn)	-3	-11[fluorescence artefact?]	107	-17	112	-4[fluorescence artefact?]	-12	105	101
NC(=O)c1c(NC(=O)c2ccccc2)sc2c1CCc1ccccc1-2	4	25[fluorescence artefact?]	26*	11	68	22	-4	95	80
CCOC(=O)COc1cccc2c(=O)n(CC(=O)N3CCc4ccccc43)ccc12	5	9[fluorescence artefact?]	102	-22[fluorescence artefact?]	102	1[fluorescence artefact?]	nt	98	104

Single records (already shown). Values in the order: Calb biofilm kill | ERa coact inh | H69AR growth 86K | Smad3 inh | Lung fibro prol | ERb coact inh | sEH activator | ERa SRC1 pot | HUVEC prolif 384
CCc1ccccc1N(C(=O)CCC(=O)Nc1cc(C)on1)C(C(=O)NC1CCCC1)c1ccco1 (stereo not drawn) is listed with 6 | -4 | 76 | 5[fluorescence artefact?] | 87 | -8 | nt | 108 | 109
CCOC(=O)Nc1ccc(S(=O)(=O)Nc2nccc(C)n2)cc1 is listed with 6 | 1 | 87 | -7 | 101 | -6 | 3 | 117 | 106

(list continues)
SMILES	Calb biofilm kill	ERa coact inh	H69AR growth 86K	Smad3 inh	Lung fibro prol	ERb coact inh	sEH activator	ERa SRC1 pot	HUVEC prolif 384
CCn1ncc(Br)c1C(=O)Nc1ccc(Cl)cn1	9	-6	103	8	98	-4	3	35	96
CCN1CCN(S(=O)(=O)c2ccc(S(=O)(=O)N(CC)Cc3ccccc3)cc2)CC1	-3	-2	91	4	91	1[fluorescence artefact?]	20	117	102
CC(C)c1nnc(NC(=O)CCCC(=O)O)s1	8	-7	82	-6	94	-4	0	114	94
Cc1nc(COC(=O)c2c(C)nn(-c3ccccc3)c2C)cs1	6	-3	86	-3	93	-8	1	128[fluorescence artefact?]	115
Cc1ccc2oc(=O)c3cc(C(=O)NCCN4CCN(C)CC4)sc3c2c1	13	2	93	4	98	-6	nt	104	96
Cc1cccc(NC(=O)c2cc(NC(=O)c3ccco3)ccc2Cl)n1	8	-24	84	11	94	-11[fluorescence artefact?]	-2	109	89
CC12CN3CCN(CC(C3)C1(O)CN1CCOCC1)C2 (stereo not drawn)	9	-13	104	0	97	-2	-15	118	89
Cc1nnc(NC(=O)CSc2nnc(Cc3ccccc3)n2-c2ccccc2)s1	4	-2	93	0	95	-4	0	104	95
COCCn1c(SCC(=O)Nc2cc(Cl)ccc2OC)nc2c(c1=O)SC(C)C2 (stereo not drawn)	5	-4	65	5	99	-2	10	94	96
CC(C)COC(=S)Nc1ccccc1	6	-14	96	12	101	-3	-6	114	99
COc1cc(NC(=O)c2ccc(Cl)cc2)c(OC)cc1Cl	4	12	78	15	94	-3	-7	115	82
CC(C)c1cc(C(=O)Nc2sc3c(c2C#N)CCC3)no1	7	0[fluorescence artefact?]	26*	1	84	5	-1	82	65
CN1CCN(c2nc(-c3ccccc3)c3cc(Cl)ccc3n2)CC1	9	7	39*	-2	72	13	nt	77	49
Cc1onc(-c2c(F)cccc2Cl)c1C(=O)NCCCN1CCOCC1	7	-8	89	10	105	-10	-7	115[fluorescence artefact?]	89
Nc1c2c(nc3ccccc13)CCC2	-3	-2	82	2	97	-2[fluorescence artefact?]	25	103	91
CCCCN(C)C(=O)C(Cc1ccccc1)NS(=O)(=O)c1ccc2c(c1)c(=O)n(C)c(=O)n2C (stereo not drawn)	4	-7	78	-5	100	-5	6	107	64
Cc1sc2ncn(CC(=O)NCCCC(=O)N3CCN(c4ccccn4)CC3)c(=O)c2c1C	-6	2	101	3	100	2	14	115	103
CCOC(=O)c1nnsc1NC(C)=O	3	-43	87	2	96	-11	-7	127	95
CCOC(=O)CC(=O)CSc1ncnc2c1oc1ccccc12	5	-13	90	6[fluorescence artefact?]	100	-12	20	112	96
CC(=O)Nc1cccc(-c2nnc3n2CC(C)S3)c1 (stereo not drawn)	9	0	113	1	106	8	2	79	97

Next section.
SMILES	Calb biofilm kill	ERa coact inh	H69AR growth 86K	Smad3 inh	Lung fibro prol	ERb coact inh	sEH activator	ERa SRC1 pot	HUVEC prolif 384
O=C(CC(c1ccccc1)c1ccccc1)Nc1ncn[nH]1	2	6[fluorescence artefact?]	108	2	102	8[fluorescence artefact?]	-1	116	107
OC(c1cccc(OCc2ccccc2)c1)c1nnc(-c2ccccc2)o1 (stereo not drawn)	7	8	87	-2	109	9	2	104	65
COc1cc2c(=O)n(Cc3ccccc3)c(=O)n(CC(=O)NCc3ccco3)c2cc1OC	4	37[fluorescence artefact?]	87	-140[fluorescence artefact?]	103	4[fluorescence artefact?]	4	349*[fluorescence artefact?]	94
COc1ccc(CN2CC(C(=O)NCCc3ccccc3)CC2=O)cc1 (stereo not drawn)	0	-5	96	-8	92	-1	-16	128	104
CCOC(=O)N1CCN(c2c(N3CCc4ccccc43)c(=O)c2=O)CC1	11	-8	93	-3	96	-2	nt	111	102
O=C(CCC(=O)Nc1ccccc1)NCCO	8	20	69	-1	90	16	2	89	105
CCCCCCCc1nc2c(=O)n(C)c3ccccc3c2o1	-3	14	108	21[fluorescence artefact?]	109	19	-5	117	103
CCCCC(=O)Nc1ccc(Br)cc1C(=O)O	5	3	107	-1	95	6	-20	92	91
COc1ccc(OC)c(C(c2nnnn2Cc2ccccc2)N2CCC(C(N)=O)CC2)c1 (stereo not drawn)	0	-9	85	-20	93	0	3	113	102
C=CCC(NCc1ccco1)c1ccc(OC)c(OC)c1 (stereo not drawn)	9	-7	92	2	103	-4	7	97	97
O=C(c1ccccc1-c1nc2ccccc2[nH]1)N1CCCCC1	nt	7	96	1	96	0	9	140	105
Cc1cccc(OCc2nc(C)cc(=O)[nH]2)c1	8	-18	96	-3	97	-27[fluorescence artefact?]	-1	111	91
CC1CCN(C(C(=O)Nc2ccc(C(C)C)cc2)c2ccc3c(c2)OCO3)CC1 (stereo not drawn)	6	-8	81	-7	90	-7	6	101[fluorescence artefact?]	95
CSCCC(NC(=O)C1CCC(C)CC1)C(=O)O (stereo not drawn)	2	2[fluorescence artefact?]	95	12	108	-5[fluorescence artefact?]	nt	121	99
c1ccc2c(c1)NC1(CCCCCC1)n1c-2nc2ccccc21	1	-19[fluorescence artefact?]	102	5	102	-4	0	92	99
CC(C)(C)N(C=C(Cl)Cl)C(=O)NC1CCCCC1	1	-7[fluorescence artefact?]	76	3	93	-2	-18	117	85
Cn1cccc1-c1nc2ccc(NC(=O)c3ccccc3)cc2[nH]1	5	-1[fluorescence artefact?]	47	3	nt	4	-4	87	123
Cc1sc2c(c1C)C(=O)NC(c1cccc(O)c1)N2 (stereo not drawn)	7	23[fluorescence artefact?]	86	-4	90	8[fluorescence artefact?]	nt	79[fluorescence artefact?]	99
Cc1ccc(Cl)cc1NC(=O)Cn1cc2c(n1)CCCC2	9	-10	94	-5	110	-11	2	124	101
Cc1ccc(N=Cc2c(O)n(C)c(=O)n(C)c2=O)nc1	4	-6	88	1	91	-6	-4	101[fluorescence artefact?]	92

Other records:
SMILES	Calb biofilm kill	ERa coact inh	H69AR growth 86K	Smad3 inh	Lung fibro prol	ERb coact inh	sEH activator	ERa SRC1 pot	HUVEC prolif 384
Cc1ccc(Cl)cc1-n1c(=O)cc(N2CCN(C(=O)c3ccco3)CC2)[nH]c1=O	7	-20	92	-5	91	-14	-16	104	95
CNC(=O)C1CC(=O)N(CCCc2ccccc2)C(=Nc2ccccc2)S1 (stereo not drawn)	5	3	84	16	87	-2	8	101	78
COc1ccc(OC)c(-c2cc(C(=O)N3CCN(c4ncccn4)CC3)c3ccccc3n2)c1	6	14	30*	-7[fluorescence artefact?]	88	10[fluorescence artefact?]	3	95	58
CC(=O)Nc1ccc(OCC(=O)NC(C)C(C)C)cc1 (stereo not drawn)	3	3	97	2	105	1	5	113	103
COc1cc(C2c3c(oc4ccc(Cl)cc4c3=O)C(=O)N2Cc2ccco2)cc(OC)c1OC (stereo not drawn)	6	56*	103	6	91	44[fluorescence artefact?]	nt	23[fluorescence artefact?]	102
O=C(CSC1=NCCS1)Nc1ccc(S(=O)(=O)N2CCCCCC2)cc1	6	-4	nt	5	99	11	-21	112	85
COc1ccccc1CNC(=O)CNCC1CCCO1 (stereo not drawn)	2	-7	90	0	100	-4	nt	110[fluorescence artefact?]	107
COc1ccc(NC(=O)CN2CCN(S(=O)(=O)c3ccc(Cl)cc3)CC2)cc1	12	12	86	-11	91	0[fluorescence artefact?]	0	98	75
C=CCc1c(C)nc(SCc2nc3ccccc3c(=O)[nH]2)[nH]c1=O	5	13	91	-5	91	10	-12	95	81
COc1ccc(NC(=O)c2cccc(NC(=O)c3ccco3)c2)c(OC)c1	4	7	88	-1	109	5	-10	96	98
CCC(=O)Nc1ccccc1N1CCN(S(C)(=O)=O)CC1	10	2	80	-8	106	3	5	110	93
CC(C)CC(c1nnnn1C(C)C)N1CCN(c2ccccc2)CC1 (stereo not drawn)	6	-8	97	-4	98	-10[fluorescence artefact?]	-6	116	106
Cc1nc2ccccn2c1C(=O)N/N=C/c1cc(C)n(-c2ccc(Br)cc2)c1C	10	8	62	-8	85	6[fluorescence artefact?]	-12	78[fluorescence artefact?]	81
O=C(C1CCN(S(=O)(=O)N2CCOCC2)CC1)N1CCN(Cc2ccccc2)CC1	0	2	104	-2	nt	0	-11	107[fluorescence artefact?]	102

Some of the compounds tested (hit frequency here may not be typical).
